Screening data (PubChem)
GPT2 inhibitor: blocks human glutamate pyruvate transaminase 2. Q8TD30. Recombinant GPT2, coupled pyruvate oxidase/HRP Amplex Red fluorescence. Potency, µM (doses to about 57.7 µM), inactives show top-dose activity change, negative = inhibition, actives largely listed as inhibitors. 100,000 tested, 0.25% active. AID 1671188; also: potency is read from the fitted curve at half-maximal effect; nearly all actives have a fitted effect of over 60% in size; many of its hits are not listed in these tables
Target sequence (Q8TD30 whole entry, looked up): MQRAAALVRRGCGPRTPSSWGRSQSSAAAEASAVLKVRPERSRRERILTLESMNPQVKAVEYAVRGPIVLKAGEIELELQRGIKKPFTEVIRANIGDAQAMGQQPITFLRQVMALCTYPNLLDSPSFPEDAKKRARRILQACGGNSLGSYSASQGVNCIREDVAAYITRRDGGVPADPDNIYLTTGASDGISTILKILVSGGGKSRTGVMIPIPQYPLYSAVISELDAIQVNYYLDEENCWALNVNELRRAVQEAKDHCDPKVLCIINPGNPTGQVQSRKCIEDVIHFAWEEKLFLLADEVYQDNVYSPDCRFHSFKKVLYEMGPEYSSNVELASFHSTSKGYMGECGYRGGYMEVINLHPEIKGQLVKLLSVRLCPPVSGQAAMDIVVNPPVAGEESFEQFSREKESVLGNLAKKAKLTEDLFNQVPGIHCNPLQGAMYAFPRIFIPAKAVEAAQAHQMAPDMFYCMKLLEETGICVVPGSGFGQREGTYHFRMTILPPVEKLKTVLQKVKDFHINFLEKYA
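Fluorescence of coupled pyruvate oxidase/HRP/Amplex Red system (50uM Amplex, 30 min, dark) reports pyruvate formed by GPT2. Enzyme reaction: 10ng/uL GPT2, 2mM L-alanine, 250uM a-KG, 30 min room temperature, pH 7.5; 50uM AOA control.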
HEK293 tox: cytotoxic compounds in HEK 293 cells | 94,000 tested, 6.6% active | HEK 293 viability, ATP luminescence (CellTiter-Glo), 48-72 h | Potency, µM (series often up to 115 µM), without a hit: top-dose activity change, negative = cytotoxicity, hits mostly inhibitors | AID 1345083; also: potency is read from the fitted curve at half-maximal effect; nearly all actives have a fitted effect of over 60% in size
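Viability of HEK 293 cells, plated at 250 cells/well, was judged by cellular ATP after compound treatment for 48 or 72 hr. Luminescence was imaged 10 min after CellTiter-Glo addition at room temperature.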
SNCA expr inh: inhibitors of alpha-synuclein (SNCA) gene expression. AID 1671194. HEK-293 SNCA-luciferase knock-in, luminescence, 24 h. 140,000 tested, 0.17% active. Potency, µM (series often up to 57.2 µM), for inactives: at the highest dose activity change, negative = inhibition, usual class: inhibitors;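 also: potency is read from the fitted curve at half-maximal effect; plate controls were DMSO cells for no effect and cell-free wells for full effect; nearly all actives have a fitted effect of over 45% in size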
Luciferase inh: blocks purified firefly luciferase enzyme activity. AID 1347043. 76,000 tested, 2.5% active. P08659. purified P. pyralis luciferase, luminescence, biochemical. Potency, µM (titrated, usually from 115 µM), without a hit: at the highest dose activity change, negative = inhibition, usual class: inhibitors; also: potency is read from the fitted curve at half-maximal effect; nearly all actives have a fitted effect of over 65% in size
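Cell-free enzyme assay, 10nM P. pyralis luciferase, luciferin and ATP each at 10uM. Inhibition profiled over a 6-point titration, read as luminescence.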
HEK293 viab: reduces viability of HEK-293 SNCA reporter cells; HEK-293-SNCA-luc viability, GF-AFC fluorescence, 24 h; Potency, µM (top dose mostly 57.1 µM), for inactives: at the top dose activity change, negative = cytotoxicity, hits mostly cytotoxic; 150,000 tested, 0.12% active;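 also: potency is read from the fitted curve at half-maximal effect; 0% = DMSO-treated cells and -100% = medium-only wells without cells; nearly all actives have a fitted effect of over 30% in size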
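HEK-293-SNCA-luc cells (1500/well) plated 24 h, then exposed 24 h to a dilution series; GF-AFC added 30 min at 37C, fluorescence 405/540 nm; normalised to medium-only and DMSO wells, Hill fit.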
NIH3T3 tox: NIH 3T3 cell cytotoxicity. NIH 3T3 viability, CellTiter-Glo ATP luminescence, 48-72 h. Potency, µM (titrated, usually from 96.7 µM), for the others: top-dose activity change, negative = cytotoxicity, hits mostly inhibitors. 94,000 tested, 4.3% active. AID 1345082; also: potency is read from the fitted curve at half-maximal effect; nearly all actives have a fitted effect of over 55% in size
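Cytotoxicity was measured by CellTiter-Glo ATP luminescence after 48 or 72 h compound exposure at 37 °C. Mouse NIH 3T3 fibroblasts were seeded at 400 cells/well and dosed by 23 nL pin transfer.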
IP6K1 inh: blocks human inositol hexakisphosphate kinase 1. IP6K1 kinase, ADP-Glo luminescence, 2 h; hits give low values. 140,000 tested, 0.81% active. Q92551. activity change, % (series mostly up to about 58 µM); in the data active = activity change below about -25%
Target sequence (Q92551 whole entry, looked up): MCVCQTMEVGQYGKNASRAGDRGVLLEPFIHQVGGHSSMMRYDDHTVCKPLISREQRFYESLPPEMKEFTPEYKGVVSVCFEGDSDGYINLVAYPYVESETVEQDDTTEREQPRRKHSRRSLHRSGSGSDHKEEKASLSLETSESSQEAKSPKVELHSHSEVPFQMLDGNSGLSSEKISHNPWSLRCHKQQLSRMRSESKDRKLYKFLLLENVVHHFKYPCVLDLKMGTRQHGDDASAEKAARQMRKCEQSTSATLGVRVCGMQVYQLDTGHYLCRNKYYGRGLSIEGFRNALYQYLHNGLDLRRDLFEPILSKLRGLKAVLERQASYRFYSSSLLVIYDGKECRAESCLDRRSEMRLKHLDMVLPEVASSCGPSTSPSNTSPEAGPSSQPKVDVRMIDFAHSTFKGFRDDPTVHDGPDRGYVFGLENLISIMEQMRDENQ
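ADP-Glo luminescence measures ADP made by human IP6K1 during a 2 h RT reaction with ATP/IP6 (mix at 1.3 mM/130 uM); top library doses 57.5 and 19.1 uM final.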
Starred values were filed as active, the others as inactive; i = inactive; ? = inconclusive; . = not tested or not shown; [ ] = another dose, or the depositor's remark. Unless noted, calls follow the shape of the dose curve; as a rule, active = well fitted curve in the direction sought with a large enough effect; inconclusive = small, poorly fitted or top-dose-only effect, or another doubt; inactive = no such curve, though single readings can be large; an effect the other way counts as inactive or inconclusive. Unless noted, % is scaled to controls: 0 for no effect and ±100 for the full control effect.

1) COc1ccc(-c2nc3ccccc3s2)cc1NC(=O)COc1ccccc1C
2) CCCCNC(=O)C(CC)Sc1nnc(-c2ccc(OC)c(OC)c2)c(-c2ccc(OC)c(OC)c2)n1 (stereo not drawn)
3) O=C(Nc1ccc(Oc2ccccc2)cc1)O[C@@H]1CO[C@H]2[C@@H]1OC[C@@H]2NS(=O)(=O)c1ccc2ccccc2c1
4) CN(C1CCCc2ccccc21)S(C)(=O)=O (stereo not drawn)
5) O=C(COc1ccc(F)cc1)OCc1cc(=O)n2nc(C3CCCCC3)sc2n1
6) CC(C)CNC(=O)c1cc(C2CC2)nc2onc(C3CCCNC3)c12 (stereo not drawn)

screen / no. | 1 | 2 | 3 | 4 | 5 | 6
GPT2 inhibitor | . | . | -23% | i | . | -5%
HEK293 tox | . | . | ? | -11%[172 µM] | . | 2%
SNCA expr inh | 36% | 68%[activator] | -26% | 30%[activator][87.6 µM] | -28% | -8%
Luciferase inh | . | . | -19% | -9%[172 µM] | . | .
HEK293 viab | -8% | -20% | -23% | -3%[87.6 µM] | -6% | 3%
NIH3T3 tox | . | . | ? | -15%[138 µM] | . | -2%
IP6K1 inh | 2 | -14 | 9 | 4 | 5 | -5

Gathered by group, the entries above containing an aryl methoxy group (2)
1) COc1ccc(-c2nc3ccccc3s2)cc1NC(=O)COc1ccccc1C
2) CCCCNC(=O)C(CC)Sc1nnc(-c2ccc(OC)c(OC)c2)c(-c2ccc(OC)c(OC)c2)n1 (stereo not drawn)

screen / no. | 1 | 2
GPT2 inhibitor | . | .
HEK293 tox | . | .
SNCA expr inh | 36% | 68%[activator]
Luciferase inh | . | .
HEK293 viab | -8% | -20%
NIH3T3 tox | . | .
IP6K1 inh | 2 | -14

The list continues:
7) Cc1ccc(CSc2nc3ccncc3n2Cc2nc(-c3ccc(Cl)cc3)oc2C)cc1
8) COCCCn1c(=O)c(C(=O)NCc2ccccc2F)nc2cccnc21
9) Cc1noc(-c2cn(C3CCN(C(=O)c4cccc(F)c4)C3)nn2)n1 (stereo not drawn)
10) COc1ccccc1N1CCN(C(=O)c2cc3c(=O)n(Cc4cccnc4)ccc3nc2C)CC1
11) COc1ccccc1-c1nnc(SCC(N)=O)o1
12) O=C(COCc1cc(-c2cccs2)on1)Nc1ccc(OC(F)(F)F)cc1

screen / no. | 7 | 8 | 9 | 10 | 11 | 12
GPT2 inhibitor | . | -9% | 2% | . | . | .
HEK293 tox | . | -6% | -4% | . | . | .
SNCA expr inh | -6% | 7% | 2% | -22% | 153%[activator] | 41%[activator]
Luciferase inh | . | . | 0% | . | . | .
HEK293 viab | 9% | -1% | -6% | 4% | -17% | 11%
NIH3T3 tox | . | -5% | -20% | . | . | .
IP6K1 inh | 5 | 1 | 8 | -9 | 20 | 3

13) CCOc1ccc(NC(=O)c2ccc3c(c2)N(C)C2CCCCCN2C3=O)cc1 (stereo not drawn)
14) O=C(N[C@H]1[C@H](O)[C@H](O)C[C@@H]1c1cncnc1)c1ccc(C(F)(F)F)cc1
15) COc1ccccc1CNC(=O)c1cn(C)c2ccc(S(=O)(=O)N(C)C3CCCCC3)cc2c1=O
16) O=C(NCCc1csc2nc(-c3ccc(F)cc3)nn12)c1ccco1
17) O=C(NC1CCc2ccccc21)c1cc(COc2ccc3c(c2)OCO3)[nH]n1 (stereo not drawn)
18) O=C(Nc1cccc(Cl)c1)c1ccc2c(c1)CCN2S(=O)(=O)c1ccccc1

screen / no. | 13 | 14 | 15 | 16 | 17 | 18
GPT2 inhibitor | i | -11%[88.5 µM] | . | . | ? | .
HEK293 tox | ? | -8%[172 µM] | . | . | ? | .
SNCA expr inh | 21% | 3%[87.6 µM] | ? | 13% | -4% | -20%
Luciferase inh | ? | 1%[172 µM] | . | . | 2% | .
HEK293 viab | 10%[12.5 µM] | -5%[87.6 µM] | -3% | -18% | 2% | -3%
NIH3T3 tox | ? | -13%[174 µM] | . | . | ? | .
IP6K1 inh | 12 | 14 | 21 | -2 | 2 | -10

19) CN(c1ccc(F)cc1)S(=O)(=O)N1CCCC(C(=O)NCc2ccccc2Cl)C1 (stereo not drawn)
20) O=C(CCC1CCN(Cc2cnc[nH]2)CC1)NC1CCN(Cc2ccccc2)C1 (stereo not drawn)
21) Nc1nc(Nc2ccc(S(N)(=O)=O)cc2)n(C(=S)Nc2c(F)cccc2F)n1
22) CCn1nccc1C(=O)N1CCC2(CC1)CC(c1nc(C)no1)N(C)C2 (stereo not drawn)
23) CCN1C(=O)CCN(C(=O)c2ccco2)CC12CCOCC2
24) CSCC(=O)N1CCC2(CC1)CC(c1ccccc1)CN(C)C2 (stereo not drawn)

screen / no. | 19 | 20 | 21 | 22 | 23 | 24
GPT2 inhibitor | . | -12% | i | i | -7% | 1%
HEK293 tox | . | i | . | -8% | -22% | -6%
SNCA expr inh | -2% | 19% | . | -17% | 23% | 10%
Luciferase inh | . | 1% | . | 1% | . | 12%
HEK293 viab | -6% | -5% | ? | ? | 11% | 0%
NIH3T3 tox | . | i | . | -20% | -21% | i
IP6K1 inh | 12 | 3 | -15 | 15 | 12 | 3

25) CCOC(=O)[C@@H]1CN(C(=O)NC2CCCC2)[C@H]2c3ccccc3O[C@@H]12
26) CC(C)c1ccc(NC(=O)CSc2nc(=O)n(Cc3ccccn3)c3c2CCC3)cc1
27) CCn1cc(S(=O)(=O)c2ccccc2)c(=O)c2cc(F)c(F)cc21
28) O=C(CC(c1ccccc1)c1ccccc1)N1CCN(C(c2ccccc2)c2ccccc2)CC1
29) CC(C)c1noc(CC2CCN(C(=O)c3ccccc3Cl)CC2)n1
30) CCn1c(C)c(CN2CCc3nc(N(C)C)[nH]c(=O)c3CC2)c2ccccc21

screen / no. | 25 | 26 | 27 | 28 | 29 | 30
GPT2 inhibitor | . | . | . | -4% | i | i
HEK293 tox | ? | . | . | . | ? | ?
SNCA expr inh | . | -9% | -16% | . | 1% | -25%
Luciferase inh | . | . | . | . | -6% | 6%
HEK293 viab | . | -21% | 11% | -14% | ? | 6%
NIH3T3 tox | ? | . | . | . | ? | ?
IP6K1 inh | 15 | 35 | 0 | -4 | 2 | 14

31) O=C(NCc1cccc(Cl)c1)c1ccc(NC(=O)N2CCSc3ccccc32)cc1
32) CCN1c2cc(C(=O)NCc3ccc(F)cc3F)ccc2C(=O)N2CCCCCC21 (stereo not drawn)
33) O=C(c1ccoc1)N1CC[C@@H](c2ccc3ccccc3c2)[C@H](O)C1
34) COc1ccc(-c2cc(-c3c(C)noc3C)c3cncn3c2)cn1
35) Cc1cccc(-n2c(SCc3nc(-c4ccccc4C)no3)nnc2-c2ccccc2)c1
36) CC(C)c1cc(C(=O)NCc2ccc(F)cc2)no1

screen / no. | 31 | 32 | 33 | 34 | 35 | 36
GPT2 inhibitor | . | 2% | 3% | -14%[88.5 µM] | . | .
HEK293 tox | . | ? | ? | ? | . | .
SNCA expr inh | -14% | -27% | 7% | ? | -12% | 136%[activator]
Luciferase inh | . | -10% | 2% | 2%[172 µM] | . | .
HEK293 viab | ? | 19%[12.5 µM] | -2% | -3%[87.6 µM] | 12% | 8%
NIH3T3 tox | . | ? | ? | 50µM* | . | .
IP6K1 inh | 14 | -1 | 13 | -15 | -9 | -4

37) Cc1ccc(CN(C(=O)c2ccco2)c2ccc(CC(=O)NCC(C)C)cc2)cc1
38) CC(C)(C)c1ccc(-c2cc(C[C@H]3CNCC[C@H]3CC(=O)NC3CCCCC3)no2)cc1
39) CCCCc1nn2c(=O)cc(COC(=O)c3ccccc3NC(=O)C(C)(C)C)nc2s1
40) Cc1cc(F)ccc1NC(=O)Cn1c(=O)ccc2cc(S(=O)(=O)N3CCC(C)CC3)ccc21
41) COc1ccc(S(=O)(=O)NCC2Cn3cccc3C(=O)N2C)cc1 (stereo not drawn)
42) C=C(C)[C@@H]1CC=C(COC(=O)NC(=O)c2ncn3c(=O)n(C)nnc23)CC1

screen / no. | 37 | 38 | 39 | 40 | 41 | 42
GPT2 inhibitor | 2% | -1% | . | . | i | ?
HEK293 tox | ? | 13µM* | . | . | -22% | .
SNCA expr inh | -3% | 36%[activator] | 16% | 17% | 11% | .
Luciferase inh | -4% | -8% | . | . | 9% | .
HEK293 viab | 1% | -23% | 15% | -1% | 5% | ?
NIH3T3 tox | ? | 20µM* | . | . | -16% | .
IP6K1 inh | -12 | 2 | -18 | 7 | 12 | -1

43) CCN(CCCNC(=O)CCn1ccn2nc3c(c2c1=O)CCCC3)c1ccccc1
44) Cc1ccccc1NC(=O)CN1C(=O)CCn2nc(-c3cccn3C)cc21
45) O=C(c1ccc(C(F)(F)F)cc1)N1CCN2C(=O)N(C3CCOCC3)C[C@H]2C1
46) CCOCCc1nn2c(=O)cc(COC(=O)CNC(=O)c3ccc(F)cc3)nc2s1
47) COc1ccc(-c2ccc3c(c2)C(=O)N2CCN(C(=O)c4cccc(F)c4)C[C@@H]2C(=O)N3)cc1
48) O=C(c1cccnc1)N1CCC2(CNS(=O)(=O)c3cnccc3O2)C1 (stereo not drawn)

screen / no. | 43 | 44 | 45 | 46 | 47 | 48
GPT2 inhibitor | i | . | -9%[88.5 µM] | . | -27% | i
HEK293 tox | ? | . | -10%[172 µM] | . | ? | i
SNCA expr inh | -1% | 27% | -7%[87.6 µM] | -5% | 28% | -2%
Luciferase inh | -14% | . | 1%[172 µM] | . | ? | .
HEK293 viab | -23% | 0% | 1%[87.6 µM] | 2% | -6% | 3%
NIH3T3 tox | -29% | . | -16%[138 µM] | . | -31% | i
IP6K1 inh | 2 | 5 | 3 | 1 | 3 | 6

49) COc1ccc2c(c1)OC[C@@H]1CN(CCC#N)C(=O)CCN(C(=O)C3CCCC3)[C@H]21
50) CC1CCCN1c1ncnc2c1CN(C1CCCNCC1)C(=O)CN2C (stereo not drawn)
51) O=C(C1CCCN1C(=O)Nc1ccccc1)N1CCC(N2Cc3ccccc3C2=O)CC1 (stereo not drawn)
52) Cn1cc(C2=C(c3ccc(Cl)cc3Cl)C(=O)NC2=O)c2ccccc21
53) CCOc1ccc(-c2nc(CSCC(=O)N3CCN(c4ccc(F)cc4)CC3)c(C)o2)cc1
54) O=C(c1ccc(-c2ccn[nH]2)cc1)N1CCCC(CCc2c(F)cccc2F)C1 (stereo not drawn)
55) O=C(NCCc1cnc[nH]1)c1cc(-c2ccccc2F)cc2c1OCCN2Cc1cccnc1
56) C=CC(C)(C)C1(CC2NC(=O)C3CCCN3C2=O)C(=O)Nc2cc3c(cc21)C=CC(C)(C)O3 (stereo not drawn)

screen / no. | 49 | 50 | 51 | 52 | 53 | 54 | 55 | 56
GPT2 inhibitor | . | i | i | -1% | . | -26% | 0% | i
HEK293 tox | -3% | -8% | -6% | . | . | ? | ? | .
SNCA expr inh | . | -6% | 5% | ? | 7% | 5% | -2% | .
Luciferase inh | . | . | . | . | . | -3% | -19% | .
HEK293 viab | . | 8% | -29% | 11% | 20% | -5% | ? | 0%[23.9 µM]
NIH3T3 tox | ? | 4% | -17% | . | . | ? | ? | .
IP6K1 inh | -6 | 0 | 4 | . | 1 | -8 | -16 | -6

An excerpt; rates above refer to the full screens.
